# LGR2 inh: inhibitors of bursicon-induced Drosophila LGR2 receptor cAMP signaling | HEK293 LGR2, CRE-luciferase, bursicon-stimulated, 4 h | inhibition, % at 9.99 µM | actives 0.35% (n = 380,000) | AID 720647;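 active means drop in luminescence signal, shown as inhibition above about 50% in the replicate tests, limit read from the data, passing the limit was not always enough; inconclusive means probably only some replicates passing the limit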;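 further: agonist challenge used bursicon conditioned medium at about half maximal strength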
# PAX8 reporter: PAX8 transcriptional activity inhibition. RMG-I TPO-luciferase reporter, SteadyGlo, 24 h. inhibition, % at 12.6 µM. actives 1.2% (n = 360,000). AID 652154;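 active means mean replicate inhibition at least 60% with every replicate also reaching 60%; inconclusive means only one of the two criteria is met; inactive means mean below 60% and not all replicates reaching 60%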;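 further: luciferase light reporting Pax8 driven TPO promoter activity; plate controls were median of neutral control wells for no effect and mitoxantrone controls for full effect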
# CASP6 VEID inh: caspase-6 (human) enzyme inhibition | P55212 | purified caspase-6, Z-VEID-R110 cleavage fluorescence | inhibition, % at 12.5 µM | actives 0.53% (n = 350,000) | AID 686996;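 active means mean inhibition across replicates at least about 35%, with every replicate also reaching that limit, limit read from the data; inconclusive means only one of the two criteria met; inactive means neither criterion met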;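 further: 0% = median of neutral control wells and 100% = no fluorescence left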
# Target sequence (P55212 24-179 limits assumed): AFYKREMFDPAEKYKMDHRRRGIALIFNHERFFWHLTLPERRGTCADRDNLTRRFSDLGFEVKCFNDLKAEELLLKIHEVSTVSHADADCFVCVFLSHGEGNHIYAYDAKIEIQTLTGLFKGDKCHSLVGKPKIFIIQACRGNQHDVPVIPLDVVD
# Target sequence (P55212 194-293 limits assumed): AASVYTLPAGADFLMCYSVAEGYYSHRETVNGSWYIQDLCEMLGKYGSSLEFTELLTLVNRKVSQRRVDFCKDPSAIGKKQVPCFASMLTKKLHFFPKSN
# DENV2 CPE: DENV2-induced cell death inhibition | DENV2-infected cells, cytopathic effect rescue, plate reader | CPE inhibition, % at 9.99 µM | actives 1.7% (n = 350,000) | AID 651640; in the data active means CPE inhibition above about 20%, passing the limit was not always enough; inconclusive means no clear call, values can overlap the other calls; tested in BHK-21 cells;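 further: 0% = median of neutral control wells and 100% = median of positive control wells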
# EWS-Fli inh: EWS/Fli transcriptional activity inhibition. A673 NR0B1-luciferase reporter, viability-normalised. actives 0.67% (n = 350,000). inhibition, % at 12.6 µM;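 active means mean inhibition of at least 50% after viability correction, with every replicate also passing that limit; inconclusive means mean reaches 50% but only one of two replicates passes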;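 further: firefly luciferase signal divided by Alamar Blue viability fluorescence both relative to DMSO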
# SIRT5 block: inhibitors of human sirtuin-5 desuccinylase; Q9NXA8; Purified SirT5, succinyl-peptide AMC, trypsin-coupled fluorescence; inhibition, % at 15 µM; actives 1.1% (n = 330,000); in the data active means inhibition above about 15%; inconclusive means no clear call, values can overlap the other calls
# Target sequence (Q9NXA8 whole entry, looked up): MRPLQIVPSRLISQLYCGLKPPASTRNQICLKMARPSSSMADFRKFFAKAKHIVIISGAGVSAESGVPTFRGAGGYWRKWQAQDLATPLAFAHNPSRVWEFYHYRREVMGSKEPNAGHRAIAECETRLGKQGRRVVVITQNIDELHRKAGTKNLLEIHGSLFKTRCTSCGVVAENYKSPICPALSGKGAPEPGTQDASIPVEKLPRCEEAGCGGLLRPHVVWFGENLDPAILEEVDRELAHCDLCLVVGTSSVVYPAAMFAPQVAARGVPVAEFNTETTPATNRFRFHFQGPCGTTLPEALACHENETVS
# ARNT-TACC3 inh: disrupts binding between human ARNT and TACC3; AID 623870; actives 0.66% (n = 390,000); AlphaScreen His-ARNT PAS-B/GST-TACC3 binding, luminescence; TACC3 fragment carries E629A point mutation; inhibition, % at 9.99 µM;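 active means mean inhibition of replicates at least 50% and at least half of replicates each reaching 50%; inconclusive means half or more replicates reach 50% but mean below 50%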;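 further: 0% = complete ARNT plus TACC3 wells and 100% = ARNT alone without TACC3; many hits fall short of the cut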
# * = called active by the depositor; ? = inconclusive; · = not tested or not shown; & = joins results of further samples.
SMILES,LGR2 inh,PAX8 reporter,CASP6 VEID inh,DENV2 CPE,EWS-Fli inh,SIRT5 block,ARNT-TACC3 inh
CCN(C(=O)CSc1nnc(-c2ccccc2Cl)n1N)c1c(N)n(Cc2ccccc2)c(=O)[nH]c1=O,0,1,1,-2,6,-3,9
CCOC(=O)c1oc2ccccc2c1NC(=O)c1ccc(S(=O)(=O)N2CCCC2)cc1,2,·,-3,6,15,1,-22
O=c1c2ccccc2nc(-c2ccccc2)n1Cc1ccccc1,-63,-42,2,-10,-19,3,9
CC(C)c1ccc(NC(=O)COC(=O)c2cc(=O)[nH]c3ccccc23)cc1,7,1,1,-2,-6,-3,-7
Cc1ccc(S(=O)(=O)Nc2ccc3c(c2)CC(=O)N([C@@H](C)CO)C[C@@H](C)[C@H](CN(C)S(=O)(=O)c2cn(C)cn2)O3)cc1,-6,-7,-2,8,-2,8,6
O=C1CC2CS(=O)(=O)CC2N1c1ccc(Oc2ccccc2)cc1 (stereo not given),·,3,2,·,·,0,-2
C[C@H](NC(=O)C[C@@H]1C[C@@H]2c3cc(NC(=O)C4CCC4)ccc3O[C@@H]2[C@@H](CO)O1)c1ccccc1,19,22,3,10,-2,-3,·
O=C(CC1C[C@H](C(=O)N2CCCCC2)[C@@]2(CCc3ccccc3)c3[nH]c4ccccc4c3CCN2C1=O)NCCc1ccccn1 (stereo not given in full),-17,35,-5,?,12,3,-1
OC1Cc2ccccc2C1Nc1cccc(C(F)(F)F)c1 (stereo not given),15,·,3,2,5,3,-14
Cc1cccc(NC(=O)Cn2cc([N+](=O)[O-])cn2)n1,-27,-17,0,-3,6,-1,-3
C[C@H](CO)N1C[C@H](C)[C@@H](CN(C)C)Oc2ccc(NS(=O)(=O)c3cn(C)cn3)cc2C1=O,12,-1,-1,-5,6,7,-21
COc1c(C(=O)NNC(=O)c2ccccc2)csc1Br,-31,-116,1,1,-64,1,-2
CCCNCC(=O)Nc1sc2c(c1C(=O)Nc1c(C)n(C)n(-c3ccccc3)c1=O)CCCC2,-13,-4,2,10,-8,·,·
C[C@@H]1CN([C@@H](C)CO)C(=O)c2cc(NC(=O)CCCN(C)C)ccc2O[C@@H]1CN(C)S(=O)(=O)c1cccs1,-7,·,-1,-9,3,-5,-3
O=C(CSc1nc(-c2ccc(F)cc2)cc(C(F)(F)F)n1)Nc1ccc2c(c1)OCO2,-6,3,·,·,·,·,-4
COc1ccc2c3c(n(C)c2c1)[C@H](CO)N(CC1CCOCC1)CC31CN(C(=O)c2cccc(F)c2)C1,-2,·,·,?,2,·,·
CCOC(=O)[C@H]1[C@H]2COc3ccc(C)cc3[C@@H]2N2C(=O)c3ccc(F)cc3NC(=O)[C@@]12C,9,6,1,-13,3,·,1
CSCCC(NC(=O)c1ccc([N+](=O)[O-])cc1Cl)C(=O)OCC(=O)NC(=O)CN1CCCC1=O (stereo not given),-3,-4,3,?,1,3,-2
CCCCn1nc2cc(C(=O)NCc3cc(C(F)(F)F)cc(C(F)(F)F)c3)ccc2c1OC,-3,5,0,-1,-3,-5,-4
Cc1ccc(CNCCCSc2ncccn2)cc1,4,15,-55,12,5,5,8
CCn1cc(C(C)NC(=O)Nc2ccc3c(c2)OCO3)c(C)n1 (stereo not given),-28,12,1,-4,-12,-3,-1
O=C(c1nc2ccc(Cl)cn2c1CN1CCCC(CO)C1)N1CCc2ccccc2C1 (stereo not given),-8,22,7,5,6,-1,-3
O=C(Nc1sc2c(c1C(=O)O)CCC2)c1ccco1,-21,-33,5,·,·,4,-1
COc1ccc(OC)c(CN2CCN(C(=O)c3cccc4ccccc34)CC2)c1,-21,·,0,·,·,·,4
Cc1ccccc1CN(C)C[C@@H]1OCc2cn(nn2)CCCC(=O)N([C@@H](C)CO)C[C@@H]1C,3,·,1,-5,-4,3,-3

# Some of the entries so far, with two lines to a compound:
# Every second line gives: LGR2 inh	PAX8 reporter	CASP6 VEID inh	DENV2 CPE	EWS-Fli inh	SIRT5 block	ARNT-TACC3 inh
- O=c1c2ccccc2nc(-c2ccccc2)n1Cc1ccccc1
→ -63	-42	2	-10	-19	3	9
- CC(C)c1ccc(NC(=O)COC(=O)c2cc(=O)[nH]c3ccccc23)cc1
→ 7	1	1	-2	-6	-3	-7
- Cc1ccc(S(=O)(=O)Nc2ccc3c(c2)CC(=O)N([C@@H](C)CO)C[C@@H](C)[C@H](CN(C)S(=O)(=O)c2cn(C)cn2)O3)cc1
→ -6	-7	-2	8	-2	8	6
- O=C1CC2CS(=O)(=O)CC2N1c1ccc(Oc2ccccc2)cc1 (stereo not given)
→ ·	3	2	·	·	0	-2

# (cont.)
SMILES,LGR2 inh,PAX8 reporter,CASP6 VEID inh,DENV2 CPE,EWS-Fli inh,SIRT5 block,ARNT-TACC3 inh
Cc1cccc(NC(=O)CNC(=O)Cc2ccc3c(c2)OCCO3)c1C,-16,2,4,0,2,1,1
O=C1NC[C@H](CCCCN2C[C@H](Cc3ccc(O)cc3)N(Cc3ccccc3)C(=O)C2=O)N(CC2CCCCC2)C1=O,-10,-3,2,-6,11,2,·
CC(C)c1cc(CN2C(C)COCC2C)cc(C(C)C)c1O (stereo not given),-3,14,-4,-9,28,1,-2
CC(C)[C@H](NC(=O)c1ccco1)C(=O)Nc1ccc(OC(F)F)cc1,7,-3,3,-3,-1,2,·
CC1=C(C)SC(=C(C#N)c2nnc(N3CCOCC3)n2-c2ccccc2)S1,24,·,2,-6,-41,-1,·
Cc1ccnc(NC(=O)c2ccc(Cl)c(NC(=O)C(C)Oc3ccccc3)c2)c1 (stereo not given),4,-31,5,-4,-21,2,5
Clc1cccc(CN2CCN(c3ncccn3)CC2)c1Cl,2,3,2,-1,5,-1,-6
COc1cc(OC)cc(C(=O)n2nc(C)cc2C)c1,4,·,-2,15,0,0,-9
CS(=O)(=O)c1ccc(C(=O)N(Cc2ccccc2)c2ccccc2)cc1,0,-6,-2,5,8,0,4
O=C(c1cccnc1)N1CC(=O)N2[C@H](CO)[C@H](c3ccc(C#CCC4CCCC4)cc3)[C@H]2C1,3,26,1,-6,-6,-1,·
COc1cccc(-c2cc(NC(C)=O)c3ncc(-c4ccc(OC)c(OC)c4)n3c2)c1,-27,1,7,-7,-11,·,·
CN1C(=O)N(C)C2(C)CC1(C)N(C)C(=O)N2C,1,-5,-3,2,-4,-10,6
CCn1nc(C)c([N+](=O)[O-])c1C(=O)NNC(=O)c1ccccc1Cl,19,13,1,0,0,-1,-3
C=CCOCC(O)Cn1c(N2CCCC2)nc2c1c(=O)n(C)c(=O)n2C (stereo not given),3,-2,-3,1,19,-4,-5
O=C(COC(=O)CCNS(=O)(=O)c1ccccc1)Nc1ccc(OC(F)F)cc1,4,-21,1,-1,0,-1,1
CCOC(=O)c1ccc(-n2nc(C)cc2C)cc1,-1,2,3,1,-13,-1,2
COc1ccc(OC)c2nc(-c3ccncc3)ccc12,-1,-31,1,7,-17,-2,1
Cc1ccc(S(=O)(=O)NCC(=O)Nc2ccc3c(c2)OCO3)cc1,16,17,8,-4,-1,0,-1
Cc1ccc(NC(=O)CCOc2ccccc2C)cc1F,-25,-23,3,2,-17,-2,-8
C=CCNc1nc(-c2sc(NC(=O)C(C)(C)C)nc2C)c(-n2cc(-c3ccccc3)nn2)s1,36,20,0,8,1,0,·
Cc1c(C(=O)NCc2ccc(C(C)C)cc2)sc(=O)n1Cc1ccc(S(=O)(=O)N(C)C)cc1,9,24,-3,2,23,·,·
COC(=O)C[C@H]1C[C@@H]2c3cc(NS(=O)(=O)c4cccc(OC)c4)ccc3O[C@@H]2[C@@H](CO)O1,6,-5&11,0&-2,3&12,5&-4,3,7
O=C(O)C1C2OC3C(OC(=O)C31)C2Br (stereo not given),-15,-7,3,6,0,·,-9
COc1ccc(-c2nnc(N(C)C(=O)c3ccco3)s2)cc1OC,17,-28,1,6,-16,0,4
CCC(=O)Nc1ccc2c(c1)C(=O)N(C)C[C@H](OC)[C@H](C)CN(C(=O)c1ccccn1)[C@@H](C)CO2,-7,-6,0,-12,0,4,1

# (continued)
SMILES,LGR2 inh,PAX8 reporter,CASP6 VEID inh,DENV2 CPE,EWS-Fli inh,SIRT5 block,ARNT-TACC3 inh
COc1cc(C2SCC(=O)N2Cc2ccccc2)ccc1O (stereo not given),7,-9,3,2,-5,0,-11
COc1cc(/C=N/NC(=O)c2ccc(-c3ccccc3)cc2)cc(OC)c1OC,-14,80*,·,·,·,·,-31
COc1cc(/C=N/NC(=O)c2cc3c(ccc4ccccc43)o2)cc(OC)c1O,0,-9,1,12,·,-4,-3
O=C1c2ccccc2C(c2nc3ccccc3[nH]2)N1c1ccccn1 (stereo not given),2,1,3,-1,4,-4,·
COc1ccc(C[C@@H]2CCc3cnnn3COC[C@@H](Cc3ccccc3)NC2=O)cc1,-7,0,6,0,-2,-2,·
Cc1ccc2nc(NC(=O)Cn3cc4c(n3)CCCCC4)sc2c1,-3,-72,6,-4,-31,-3,-7
CCCC(=O)Nc1ccc2c(c1)C(=O)N(C)C[C@@H](OC)[C@H](C)CN(C(=O)Cc1cccnc1)[C@H](C)CO2,-4,-10,0,-4,-1,0,-4
COc1ccc(C2N(c3ccccc3)C(=S)N3CCCN23)cc1 (stereo not given),17,-15,·,·,·,·,-20
O=C(Nc1ccc(-c2nc3cc(NC(=O)c4cccs4)ccc3o2)cc1)c1cccs1,2,·,-2,·,·,-2,2
CC1CC(=O)N(c2ccc(NCCc3ccccc3)c([N+](=O)[O-])c2)C1=O (stereo not given),-28,-6,2,-3,-12,-1,-2
CC1CCCC(C)N1C(=O)COC(=O)c1c[nH]c2ccccc12 (stereo not given),-13,3,0,1,-19,-2,-11
C/C=C\C(=O)Nc1cccc(C2=NOC3(C2)C[C@H](C(N)=O)N(C(=O)/C=C/CC)C3)c1 (stereo not given in full),-7,-19,-9,-15,6,·,3
CN(C)c1ccc(CN2CCC(C(N)=O)CC2)cc1,-7,-6,-2,-1,16,2,-50
S=c1[nH]nc(CNc2cccc(Cl)c2)o1,6,-9,1,5,1,-2,-17
COc1cccc(NC(=O)N[C@@H]2C=C[C@H](CC(=O)N3CCN(C)CC3)O[C@H]2CO)c1,0,-10,-1,8,-2,0,-1
Cc1ccc(CC2CC(=O)N(CCc3ccccc3)C2=O)cc1 (stereo not given),-4,-18,4,-3,-28,-1,-4
CN(C)S(=O)(=O)c1cccc(NC(=O)c2ccc3nccnc3c2)c1,4,-12,3,4,-12,-3,1
Cc1ccc2c(c1)S/C(=C/c1ccc[n+](C)c1)N2CCO,36,49,3,5,20,-2,-3
C[C@@H]1CCCCO[C@H](CN(C)C(=O)CCCN(C)C)[C@@H](C)CN([C@@H](C)CO)C(=O)c2cc(NC(=O)Nc3ccccc3)ccc2O1,-2,-7,-1,1,-8,-2,-2
O=C(NCC(F)(F)F)[C@@H]1[C@@H](CO)[C@@H]2Cn3c(ccc(-c4cccnc4)c3=O)[C@@H]2N1Cc1ccncc1,-5,4,3,14,4,-11,-3
O=C(C1=NN(c2ccccc2)C2C(=O)N(c3ccccc3)C(=O)C12)c1ccccc1 (stereo not given),·,·,2,1,-1,5,-4
CCC(C)Sc1cc(-c2nc3ccc(C)cn3c2NCc2ccccc2)ccc1OC (stereo not given),-1,-1,-1,-7,8,·,0
CC(C)NC(=O)Nc1ccc2c(c1)C(=O)N([C@@H](C)CO)C[C@H](C)[C@@H](CN(C)C(=O)C1CCCCC1)OCCCC[C@H](C)O2,6,5,·,·,0,·,·
COc1cc2c(cc1NC(=O)CCC(=O)O)oc1ccccc12,11,8,-2,4,-8,4,-4
CC(Sc1nnc(-c2ccccc2F)n1C1CC1)C(N)=O (stereo not given),-2,-4,-3,3,0,1,11
CO[C@@H]1CN(C)C(=O)c2cc(NC(=O)NC(C)C)ccc2OC[C@@H](C)N(C(=O)CN(C)C)C[C@H]1C,3,-18,1,-5,-5,2,4
CN(CC(=O)Nc1ccccc1Cl)C(=O)CCc1nc2ccccc2c(=O)[nH]1,-6,4,-1,-2,0,0,6
Cc1ccc(S(=O)(=O)CCC(=O)OCC(=O)Nc2cccc(S(=O)(=O)N3CCCCC3)c2)cc1,12,2,7,-2,2,·,·
CCOc1c(OC)cccc1C1CC(=O)Nc2cc3c(cc21)OCCO3 (stereo not given),-23,12,4,0,5,1,8

# Compound activity (PubChem BioAssay)
